Screening data: PubChem, several laboratories
Ins promoter up: MIN6 insulin promoter up-regulation. MIN6 insulin promoter-GFP reporter, high-content imaging; stronger effect = higher value. z-score at 5 µM. 190,000 compounds, 0.3% hits. AID 1625;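 active = z-score above 3 at 5 µM with at least 500 cells counted in the well; inconclusive = wells under 500 cells, flagged as cytotoxic or low count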
M17LAP inhibition: P. falciparum M17LAP inhibitors, primary screen, biochemical, fluorogenic H-Leu-NHMec substrate, 1536-well (AID 1619). 220,000 compounds, 0.38% hits. recombinant M17LAP, H-Leu-NHMec fluorogenic kinetic assay; higher % means a stronger effect. one-dose inhibition, % at 30 µM; IC50 in µM for titrated hits;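 active = compound inhibiting the enzyme by more than half at any dose during confirmatory dose-response retesting; inconclusive = strong single-dose inhibitors picked by rank but not retested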;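 note: plate controls were full reaction with DMSO carrier for no effect and no enzyme background for full effect; strong numbers were not always called active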
Autophagy HCS: modulators of autophagy | MEF GFP-LC3 puncta imaging; test concentration mostly 10 µM | calls only at 10 µM (by protocol) | 190,000 compounds, 0.98% hits;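 active = percentage of spot-positive cells more than 3 SD above its plate mean, without a fluorescence outlier flag or 80% toxicity; inconclusive = no clear call, values can overlap the other calls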;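 note: spot-positive cell cutoff set from DMSO-treated cells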
M1AAP inhibition: malaria alanyl aminopeptidase activity blockers – biochemical, fluorogenic H-Leu-NHMec substrate, 1536-well (AID 1445); inhibition, % at 30 µM; hits with a dose series show IC50 in µM; 220,000 compounds, 0.42% hits; recombinant M1AAP, H-Leu-NHMec fluorogenic kinetic assay; higher % means a stronger effect;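 active = primary inhibition above the hit cutoff, then over 50% inhibition at one or more dose response concentrations, cut at about 23% in these data, passing the limit was not always enough; inconclusive = conflicting primary data, or primary hits not chosen for dose response; inactive = low primary inhibition, or under 50% at every dose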;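 note: plate controls were DMSO full reaction for no effect and no enzyme background for full effect; strong numbers were not always called active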
CSM14.1 death rescue: rescue of cells from ER stress-induced death, primary screen, 384-well, CSM14.1, thapsigargin, ATP luminescence (AID 1222) | CSM14.1 thapsigargin-induced death rescue, ATP luminescence; higher % means a stronger effect | one-dose cellular ATP content (survival), % at 20 µM; EC50 in µM for titrated hits | 190,000 tested, under 10 active;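 active = EC50 below 50 µM in the dose-response confirmation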;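 note: death triggered by thapsigargin at about 15 µM added after 2 h compound pretreatment; cell ATP read after overnight thapsigargin exposure of roughly 18 to 22 hours; normalized against plate controls of thapsigargin alone and 5% DMSO vehicle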
MT stabilizer: stabilizes microtubules in HeLa cells. HeLa tubulin immunostaining HCS, 24 h; share of cells brighter than vehicle mean+2SD. % tubulin-high responders, % at 10 µM. 200,000 compounds, 0.83% hits. AID 2205;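 active = plate Z-score above 3 for both tubulin-high and condensed-nucleus cell shares, with cell loss under 80%, at 10 µM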;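 note: anti alpha tubulin signal scored within the nucleus-defined area of each cell; some results filed as inactive read as strong as hits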
Yfh1-depleted yeast: mitochondrial function rescue without frataxin homolog – Friedreich's ataxia, plus single-dose screen, dose response (AID 1465); S. cerevisiae Yfh1-off respiration, WST-1 reduction, 72 h; higher fold induction means a stronger effect; fold induction at 50 µM; hits with a dose series show EC50 in µM; 220,000 compounds, 0.074% hits;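 active = fold induction of absorbance versus untreated yeast above a set limit, then at least 30% activation at any dose in follow-up; inconclusive = repeats straddling the limit, or above it without dose testing; inactive = fold induction below the set limit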;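 note: activators that raise dye reduction in frataxin-depleted yeast; strong numbers were not always called active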
Hep lipid drop: modulators of hepatic lipid droplet formation | AID 1656 | AML12 mouse hepatocytes, oleate lipid droplets, BODIPY imaging | 240,000 compounds, 0.4% hits | inhibition, % at 6.5 µM;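 active = lipid droplet intensity inhibited by at least 50%, with more than 500 cells counted; inconclusive = wells with under 300 cells, treated as cytotoxic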
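Assay system: AML12 mouse liver cells | Compound: 6.5 µM single-point dosing | Schedule: Overnight exposure | Technique: Fluorescence imaging, 20x objective, two fields per well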
Dynein cargo inh: blocks dynein driven cargo transport along microtubules; 3617.4 mouse cells, GR-EGFP nuclear translocation imaging; test concentration mostly 20 µM; stimulated with dexamethasone, 1 µM; stronger effect = lower value; z-score, hits read low; 220,000 compounds, 0.47% hits;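 active = plate z-score of nuclear minus cytoplasmic receptor signal below a set negative limit, without overly bright fluorescence or cell loss, cut at about -3.5 in these data, passing the limit was not always enough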;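 note: z-score of nuclear minus cytoplasmic ring GR-EGFP intensity difference per well; some compounds called inactive have numbers as strong as hits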
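Buffer or medium: tet-free medium with charcoal-stripped serum / Also added: dexamethasone agonist, 1.0 µM final, for 30 min / Timing: induction 48 h, compound 1 h, agonist 30 min / Measured by: high-content fluorescence imaging after fixation / Read-out: nuclear-to-cytoplasmic GR-EGFP distribution per well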
Dynein cargo inh cytoplasmic EGFP: also measured in Dynein cargo inh; calls as there; z-score; measured here: cytoplasmic GR-EGFP intensity; stronger effect = higher value
Dynein cargo inh nuclear GR-EGFP: further read-out of Dynein cargo inh, marked with its call; z-score; measured here: nuclear GR-EGFP intensity;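 lower value marks the stronger effect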
Dynein cargo inh cell count: also measured in Dynein cargo inh; calls as there; z-score; measured here: cell count per field
Ins promoter up cell count: further read-out of Ins promoter up, marked with its call; cell count; measured here: cytotoxicity, nuclei count;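 total cells summed across four imaged fields per well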
Hep lipid drop cells 6.5 µM: further read-out of Hep lipid drop, marked with its call; cell count; measured here: cell count, cytotoxicity flag;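 cells counted across two imaged fields per well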
MT stabilizer Hoechst-high %: second read-out of MT stabilizer, no call of its own (marks repeat the call); % Hoechst-high responders; measured here: nuclear condensation Hoechst responders;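 share of cells brighter than vehicle mean plus two SD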
MT stabilizer cytotoxicity %: also measured in MT stabilizer; calls as there; toxicity, %; measured here: cytotoxicity by cell density;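 0% = mean cell density of plate MIN control wells and 100% = no cells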
Autophagy HCS cell loss 18 h: also measured in Autophagy HCS; calls as there; toxicity, %; measured here: cell loss, nuclei count;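 cell loss after 18 h compound exposure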
* hit, by the source's call; i = inactive; ? = inconclusive; . = not tested or not shown.

SMILES	Ins promoter up	Ins promoter up cell count	M17LAP inhibition	Autophagy HCS	Autophagy HCS cell loss 18 h	M1AAP inhibition	CSM14.1 death rescue	MT stabilizer	MT stabilizer Hoechst-high %	MT stabilizer cytotoxicity %	Yfh1-depleted yeast	Hep lipid drop	Hep lipid drop cells 6.5 µM	Dynein cargo inh	Dynein cargo inh cytoplasmic EGFP	Dynein cargo inh nuclear GR-EGFP	Dynein cargo inh cell count
CC(C)(C)c1ccc(C(=O)NNC(=O)C(=O)N2CCCCC2)cc1	-0.25	1632	-3%	i	-2	-2%	-2.2%	2.3	1.5	5.4	i	.	.	-0.11	-0.099	-0.058	0.42
COCCCNC(=S)N/N=C/c1ccc2c(c1)OCO2	0.18	1405	-5%	.	.	-2%	.	.	.	.	i	-25	559	0.75	-0.22	0.16	-0.36
Cc1csc(/C(=N/OC(=O)c2ccco2)C(N)=O)n1	0.58	684	4%	.	.	8%	.	.	.	.	i	3	582	1.3	-0.74	0.32	-1.1
CN1CCN(CCC(=O)Nc2ccc(C3CCCC3)cc2)CC1	-0.67	1422	-5%	i	1	2%	0.6%	3.9	1.7	8.5	i	1	745	-0.24	-0.025	-0.34	-0.098
CCOC(=O)c1c(N)n[nH]c1-c1ccccc1	-0.01	1014	4%	i	-5	5%	-0.1%	1.5	1.4	3.2	i	1	784	-0.5	-0.18	-0.42	0.4
COc1ccccc1C(=O)Nc1cccnc1	-0.43	1264	-1%	i	22	3%	1.3%	1.8	2.1	5.3	i	-15	695	-0.069	-0.31	0.096	0.22
COC(=O)c1c(N2C(=O)Nc3ccccc3N2O)sc(C)c1C	0.82	1245	12%	i	5	9%	0.3%	2.7	2.5	8.2	i	23	675	0.067	-0.34	0.21	-0.27
Cc1cc(C)c(NC(=O)CCCC(=O)O)c(Cl)c1	-0.06	964	15%	i	-4	10%	4.5%	2.6	1.8	4.5	i	-4	748	-0.69	-0.33	-0.35	0.58
CSc1ccc(N/N=C(/C#N)S(=O)(=O)C(C)(C)C)cc1	-0.48	1268	31µM*	i	5	14%	-13%	2.2	2.0	5.1	i	14	699	-0.8	-0.042	-0.43	0.23
CCN(CC)Cc1ccc(NC(=O)c2sc3cc(Cl)ccc3c2Cl)cc1	-2.3	927	5%	.	.	6%	.	.	.	.	i	33	727	0.024	-0.25	-0.037	0.34
Cn1nc(C(=O)NCc2ccccn2)c2ccccc2c1=O	.	.	-4%	i	-18	5%	.	1.9	2.2	11	i	.	.	-0.12	-0.21	0.031	0.12
Cc1c(C(=O)NCC2CCCO2)cccc1[N+](=O)[O-] (centres undefined)	0.18	1383	9%	i	-9	2%	-2.6%	3.6	1.7	6.1	i	-11	708	-0.27	-0.14	-0.17	1.1
CN1CCN(C(=O)/C=C/c2ccc3c(c2)OCO3)CC1	0.07	1208	7%	i	2	2%	-3.5%	2.9	2.5	4.3	i	29	656	0.31	-0.15	0.19	-0.082
CS(=O)(=O)N(CC(=O)NCc1ccc(Cl)cc1)C1CCCCC1	.	.	13%	i	-4	13%	-3.6%	2.2	1.4	6.5	i	-4	716	0.44	-0.21	0.63	-1
CCOCCN1CCN(C(=O)CN2CCCC2=O)CC1	0.34	1273	7%	i	2	2%	-0.2%	2.6	2.5	4.1	i	4	734	-0.26	-0.24	0.15	-0.54
Cc1cc(NC(=O)C2=C(O)c3ccccc3S(=O)(=O)N2C)no1	.	.	20%	i	23	8%	18%	2.5	3.4	10	i	1	754	-0.43	-0.28	-0.036	1.2
COc1cc2c(cc1OC)CN(Cc1ccc(C)s1)CC2	0.51	1066	7%	i	-31	7%	0.2%	5.3	2.5	2.9	i	2	799	-0.028	-0.23	-0.22	0.7
O=C(c1cc2c(=O)n3ccccc3nc2s1)N1CCc2ccccc2C1	0.04	1623	-31%	i	15	14%	2.1%	6.2	2.2	3.8	i	-1	654	1.1	-0.3	0.91	0.00056
Cn1c(=O)c(=O)n(C)c2cc(S(=O)(=O)N3CCCC3C(=O)NCc3cccs3)ccc21 (centres undefined)	-0.06	1074	-1%	.	.	12%	.	.	.	.	i	-6	767	0.69	-0.27	0.57	-0.52
O=C1CSC(c2c(F)cccc2Cl)N1c1cccc(F)c1 (centres undefined)	.	.	5%	i	-10	-7%	3.2%	3.2	1.8	4.1	i	.	.	0.59	-0.19	0.034	-0.78
O=C(CN1CC(=O)Oc2ccccc21)OCC(=O)c1ccccc1	0.15	1093	11%	i	6	-14%	-0.2%	1.6	2.0	12	i	17	835	0.21	-0.2	0.22	-0.15
COc1cc(OC)c(OC)cc1CNC1CCCCCC1	-0.42	1623	3%	i	2	2%	0.5%	3.0	2.6	48	i	0	696	0.072	-0.25	0.5	0.58
c1ccc(N=Nc2cn[nH]c2-c2ccco2)cc1	-0.33	1248	2%	i	-1	14%	-0.2%	3.5	4.0	3.9	i	-5	753	1.9	0.1	1.4	-2.2
COc1cc(CN2CCCC(C)C2)cc([N+](=O)[O-])c1O (centres undefined)	0.33	1545	-8%	i	27	9%	-1.4%	2.4	1.3	4.7	i	.	.	-0.52	-0.19	0.42	0.39
COC(=O)/C=C1/N/C(=N\c2nc(C)cc(C)n2)N(c2ccc(C)c(C)c2)C1=O	0.35	1986	24%	i	-18	10%	-1.1%	4.8	2.3	5.2	i	13	669	-0.6	0.11	-0.53	0.18
COc1cccc(NC(=S)NCc2cccnc2)c1	0.01	1378	-5%	i	27	-5%	-2.2%	2.9	2.3	4.2	i	-1	678	1.3	-0.2	0.61	-0.037
O=S(=O)(Nc1ccc(Cc2ccncc2)cc1)c1cccs1	-0.67	1355	1%	i	-10	5%	-1.5%	4.4	1.4	1.2	i	.	.	2.8	-0.18	0.54	-1.4
COc1cc([N+](=O)[O-])cc(/C=N/NC(=O)c2ccc(C)nc2)c1O	0.63	1219	-9%	i	4	?	6.0%	5.3	1.9	3.2	>100µM*	9	636	-0.21	-0.29	-0.35	0.38
O=S(=O)(c1ccccc1)c1ncc(C(F)(F)F)cc1Cl	2	1090	5%	i	9	5%	-0.4%	2.1	2.4	6.7	i	.	.	-6.4*	2.5*	-2.7*	0.26*
COc1ccccc1C1C(C#N)=C(N)Oc2c1oc(CO)cc2=O (centres undefined)	0.5	1411	7%	i	-3	10%	-0.4%	0.8	2.7	9.4	i	2	705	1.5	0.075	0.77	-1.4
CC(NC(=O)CC1Sc2ccccc2NC1=O)c1ccccc1 (centres undefined)	0.42	1621	-2%	i	0	0%	1.1%	2.2	4.1	4.9	i	2	683	-1.3	-0.36	-0.66	0.52
COc1ccccc1NC(=S)NCCSc1ccc(C)cc1	0.36	1514	-2%	i	-2	1%	-0.7%	4.1	1.9	6.2	i	-31	594	-1.3	-0.21	-0.87	0.7
CC1=C(C#N)C(NC(=O)C2CC2)(C(F)(F)F)C(=O)N1 (centres undefined)	0.22	1309	1%	i	-3	8%	-2.5%	3.5	2.1	3.6	i	-5	746	0.47	-0.25	0.19	0.72
CC(=O)Nc1ccc(CN2CCCC(CCC(=O)NCc3ccccc3F)C2)cc1 (centres undefined)	-0.58	1200	-5%	i	1	-5%	1.8%	3.6	3.5	12	i	3	681	0.097	0.38	0.8	-1.2
O=C(NCCCN1CCCCCC1)c1ccc2c(Cl)c3c(nc2c1)CCCC3	-0.56	1217	6%	i	6	5%	6.5%	4.0	3.2	5.3	i	-2	683	-3.7*	0.89*	-2*	0.41*
CCc1ccc2c(c1)C(=O)c1ccccc1C2=O	-0.28	1368	-2%	i	13	6%	-2.9%	5.8	1.2	4.5	i	20	668	-0.34	-0.27	-0.13	0.53
COc1ccc(-c2nc3c4c(ncn3n2)-c2ccccc2CC42CCCC2)cc1	0.41	1136	14%	i	-11	14%	-4.1%	4.8	4.3	5.7	i	-9	460	0.047	-0.31	-0.11	-0.17
Cc1c(C(=O)OC/C(O)=C(\C#N)c2nc3ccccc3[nH]2)oc2ccccc12	1.6	999	5%	.	.	-1%	.	.	.	.	i	-3	676	2.5	-0.14	2.2	-2
COC(=O)c1[nH]c2ccc(F)cc2c1NC(=O)C1=COCCO1	0.45	2052	-5%	i	1	5%	0.0%	1.5	1.1	7.3	i	13	670	0.62	-0.28	0.59	-0.33
Cc1nnc(NC(=O)CCCCCN2C(=O)C3C4C=CC(C4)C3C2=O)s1 (centres undefined)	-1.3	1623	-4%	i	2	-1%	-1.5%	3.2	1.9	5.8	i	-13	541	-0.95	-0.21	-0.3	0.23
O=C(CSc1nnc2ccccn12)c1ccc(Cl)cc1	.	.	28%	i	-6	-3%	1.4%	1.9	1.5	7.5	i	5	748	-0.71	-0.19	-0.3	1.1
